Screening results (PubChem BioAssay)
NIH3T3 tox = Cytotoxic Profiling in NIH 3T3 Cell Line of Diverse Libraries Using Quantitative High-Throughput Screening. NIH 3T3 viability, CellTiter-Glo ATP luminescence, 48-72 h. Potency, µM (highest dose often 96.7 µM), inactives show at the highest dose activity change, negative = cytotoxicity, actives largely listed as inhibitors. hit rate 4.3% among 94,000. AID 1345082, 2018; further: potency means the concentration at half of the fitted maximal effect; nearly all actives have a fitted effect of over 55% in size
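Luminescent ATP readout (CellTiter-Glo, 10 min RT) after 48 or 72 hr compound exposure of NIH 3T3 cells seeded at 400 cells/well in 1536-well format; quantitative HTS.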
IP6K1 inh = Primary qHTS assay for small molecule inhibitors of Inositol hexaphosphate kinase 1 (IP6K1) | activity change, % (series mostly up to about 58 µM) | AID 1645851, 2021 | hit rate 0.81% among 140,000 | IP6K1 kinase, ADP-Glo luminescence, 2 h; active compounds read low; in the data active means activity change below about -25%
Target sequence (Q92551 whole entry, looked up): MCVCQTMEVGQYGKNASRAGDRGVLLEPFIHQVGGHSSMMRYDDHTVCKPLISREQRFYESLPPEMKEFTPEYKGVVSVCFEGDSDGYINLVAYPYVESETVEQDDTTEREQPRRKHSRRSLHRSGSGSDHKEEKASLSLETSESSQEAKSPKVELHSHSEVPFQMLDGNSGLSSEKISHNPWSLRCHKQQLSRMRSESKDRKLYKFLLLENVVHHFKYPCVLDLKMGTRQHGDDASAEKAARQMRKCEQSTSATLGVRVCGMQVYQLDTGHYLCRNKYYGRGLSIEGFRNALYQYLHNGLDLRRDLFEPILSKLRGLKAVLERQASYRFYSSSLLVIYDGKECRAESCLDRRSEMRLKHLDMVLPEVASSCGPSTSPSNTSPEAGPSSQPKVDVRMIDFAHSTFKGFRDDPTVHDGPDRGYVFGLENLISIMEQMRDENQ
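ADP-Glo luminescence measures ADP made by human IP6K1 during a 2 h RT reaction with ATP/IP6 (mix at 1.3 mM/130 uM); top library doses 57.5 and 19.1 uM final.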
HEK293 viab = GF-AFC viability counterscreen for inhibitors of alpha-synuclein gene (SNCA) expression; HEK-293-SNCA-luc viability, GF-AFC fluorescence, 24 h; Potency, µM (titrated, usually from 57.1 µM), for the others: top-dose activity change, negative = cytotoxicity, most hits filed as cytotoxic; hit rate 0.12% among 150,000; AID 1671193, 2021;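 further: potency means the concentration at half of the fitted maximal effect; 0% = DMSO-treated cells and -100% = medium-only wells without cells; nearly all actives have a fitted effect of over 30% in size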
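Cytotoxicity counterscreen: after 24 h compound treatment of genome-edited SNCA-luciferase HEK-293 cells, live-cell protease substrate GF-AFC read by fluorescence after 30 min; activity scaled between DMSO (0%) and medium-only (-100%), curves Hill-fitted.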
GPT2 inh = Primary qHTS assay for inhibitors of Glutamate pyruvate transaminase 2 (GPT2); Alanine aminotransferase 2 (Homo sapiens), Q8TD30; Recombinant GPT2, coupled pyruvate oxidase/HRP Amplex Red fluorescence; Potency, µM (titrated, usually from 57.7 µM), for the others: at the highest dose activity change, negative = inhibition, most hits filed as inhibitors; hit rate 0.25% among 100,000; AID 1671188, 2021; further: potency means the concentration at half of the fitted maximal effect; nearly all actives have a fitted effect of over 60% in size; many of its hits are not listed in these tables
Target sequence (Q8TD30 whole entry, looked up): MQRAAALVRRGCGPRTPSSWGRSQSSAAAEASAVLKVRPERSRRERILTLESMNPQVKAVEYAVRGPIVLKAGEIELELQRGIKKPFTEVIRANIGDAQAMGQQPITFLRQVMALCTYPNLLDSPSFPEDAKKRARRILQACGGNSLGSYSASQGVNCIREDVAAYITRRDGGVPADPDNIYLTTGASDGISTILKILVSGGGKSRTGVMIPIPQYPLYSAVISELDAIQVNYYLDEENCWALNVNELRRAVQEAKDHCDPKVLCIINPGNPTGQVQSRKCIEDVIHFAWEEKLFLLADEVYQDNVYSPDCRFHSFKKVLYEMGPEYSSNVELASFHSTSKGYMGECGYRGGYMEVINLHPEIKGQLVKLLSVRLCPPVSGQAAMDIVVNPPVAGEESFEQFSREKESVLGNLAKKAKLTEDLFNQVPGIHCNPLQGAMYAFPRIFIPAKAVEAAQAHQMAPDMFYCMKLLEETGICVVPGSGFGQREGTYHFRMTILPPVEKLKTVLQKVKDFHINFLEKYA
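Fluorescence of coupled pyruvate oxidase/HRP/Amplex Red system (50uM Amplex, 30 min, dark) reports pyruvate formed by GPT2. Enzyme reaction: 10ng/uL GPT2, 2mM L-alanine, 250uM a-KG, 30 min room temperature, pH 7.5; 50uM AOA control.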
SNCA expr inhib = Primary qHTS assay for inhibitors of alpha-synuclein gene (SNCA) expression. HEK-293 SNCA-luciferase knock-in, luminescence, 24 h. Potency, µM (series often up to 57.2 µM), inactives show top-dose activity change, negative = inhibition, hits mostly inhibitors. hit rate 0.17% among 140,000. AID 1671194, 2021;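 further: potency means the concentration at half of the fitted maximal effect; plate controls were DMSO cells for no effect and cell-free wells for full effect; nearly all actives have a fitted effect of over 45% in size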
FLuc inh = Firefly luciferase inhibition profiling of diverse chemical library using quantitative high-throughput screening; purified P. pyralis luciferase, luminescence, biochemical; Potency, µM (doses to about 115 µM), without a hit: at the top dose activity change, negative = inhibition, actives largely listed as inhibitors; hit rate 2.5% among 76,000; AID 1347043, 2019; further: potency means the concentration at half of the fitted maximal effect; nearly all actives have a fitted effect of over 65% in size
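Purified P. pyralis luciferase (10nM final) in 50mM Tris acetate pH 7.5, 10mM Mg acetate, 0.01% Tween-20, 0.05% BSA with 10uM D-luciferin and 10uM ATP. Compounds titrated qHTS. Luminescence imaged on CCD.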
HEK cytotox = Cytotoxic Profiling in HEK 293 Cell Line of Diverse Libraries Using Quantitative High-Throughput Screening | HEK 293 viability, ATP luminescence (CellTiter-Glo), 48-72 h | Potency, µM (doses to about 115 µM), for inactives: top-dose activity change, negative = cytotoxicity, actives largely listed as inhibitors | hit rate 6.6% among 94,000 | AID 1345083, 2018; further: potency means the concentration at half of the fitted maximal effect; nearly all actives have a fitted effect of over 60% in size
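Cytotoxicity was scored by loss of ATP-coupled luminescence (CellTiter-Glo) in HEK 293 cells. Compound treatment ran 48 or 72 hr at 37 degree Celsius, 5% CO2, 95% humidity.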
The depositor's hits bear a star; i = inactive; ? = inconclusive; · = no result given; & = joins results of further samples; [ ] = dose if it differs, or a comment. Unless noted, the call rests on the fitted dose curve; in most records, active means well fitted curve in the direction sought with a large enough effect; inconclusive means small, poorly fitted or top-dose-only effect, or another doubt; inactive means no such curve, though single readings can be large; an effect the other way counts as inactive or inconclusive. Unless noted, on the % scale 0 is the no-effect control and ±100 the full control effect.

SMILES	NIH3T3 tox	IP6K1 inh	HEK293 viab	GPT2 inh	SNCA expr inhib	FLuc inh	HEK cytotox
CCOc1ccc(Sc2cc(C(=O)NC(C)CC)c3ccccc3n2)cc1 (configuration not stated)	·	5	-7%	·	24%	·	·
CN(C)C(=O)c1cc(-c2ccccc2S(C)(=O)=O)c2cccn2n1	-16%	-4	-4%	-18%	9%	·	-12%
CCS(=O)(=O)Nc1ccc(C2(C(=O)NCc3cccc(C)c3)CCC2)cc1	?	0	5%	-5%	3%	-9%	?
CC(C)CCNC(=O)c1ccc(Cn2c(SCC(N)=O)nc3ccccc3c2=O)cc1	·	-9	-7%	·	-5%	·	·
Cc1noc2c(-c3ccsc3)cc(-c3cccnc3)nc12	?	-9	7%[87.6 µM]	4%[88.5 µM]	-16%[87.6 µM]	2%[172 µM]	-12%[172 µM]
O=C(O)Cc1cc(I)c(Oc2ccc(O)c(I)c2)c(I)c1	·	-9	-9%	-27%	·	·	·
Cc1cccc(CNC(=O)c2cnc3c(-c4cccc(C)c4)c(C)nn3c2C)c1	·	4	2%	·	4%	·	·
CNC(=O)c1cc(C2CC2)nc2onc(C3CCCN3C(=O)c3ccncc3)c12 (configuration not stated)	i	9	·	·	·	·	i
CCCc1c(-c2ccc(O)cc2)nn(-c2ccc(O)cc2)c1-c1ccc(O)cc1	·	·	3%	-7%	-16%	·	·
O=C(NC1CC1)C1c2ccccc2C(=O)N(C2CCCCC2)C12CCCCC2 (configuration not stated)	?	30	-14%	i	-1%	-8%	32µM*
O=C(c1cc2n(n1)CC(c1ccc(Cl)cc1)OC2)N1CCN(c2ccccc2)CC1 (configuration not stated)	?	12	-3%	1%	-9%	2%	?
COCCCNC(=O)N1CCc2nn(CC3CC3)c(=O)n2CC1	i	-8	-3%	i	?	14%	1%
CN(Cc1ccc(F)cc1)c1ccc2ncc(Nc3ccc4c(c3)OCO4)n2n1	28µM*	-9	-12%[87.6 µM]	-15%[88.5 µM]	?	-11%[172 µM]	63µM*
Cc1ccc(CN2CCC3(CC2)COCCN3C(=O)OCc2ccccc2)o1	45µM*	-3	-18%[87.6 µM]	i	?	-1%[172 µM]	28µM*
COCCC1(NC(=O)c2ccccc2)CCN(S(=O)(=O)c2ccc(C#N)cc2)CC1	?	-2	?	-11%	-14%	6%	-9%
Cc1cccc(N2CCN(C(=O)CN3C(=O)COc4ccc(S(=O)(=O)N5CCCC5)cc43)CC2C)c1 (configuration not stated)	·	-10	-4%	·	-24%	·	·
CN1C[C@H]2CN(Cc3cn(C)c4ccccc34)CCN2C1=O	-13%[138 µM]	-2	0%[87.6 µM]	-6%[88.5 µM]	5%[87.6 µM]	-11%[172 µM]	-20%[172 µM]
O=C(Nc1cccc(-c2ccc(N3CCOCC3)nn2)c1)Nc1ccccc1Cl	?	-11	-27%	1%	-27%	1.6µM*	?
C[C@@H]1CN(C(=O)Cc2cn3ccsc3n2)CC[C@@]1(O)C1CCOCC1	-2%	-16	8%	3%	-3%	-1%	-1%
O=C(c1cnc(C2CC2)nc1)N1C[C@@H](CN2CCCCCC2)[C@@H](CO)C1	-7%	10	-1%	?	-15%	5%	-7%
CCC(=O)Nc1ccc(C)cc1-c1nc2ccccc2n(CC(=O)Nc2ccccc2Cl)c1=O	·	-2	5%	·	20%	·	·
O=C1CO[C@H]2CN(Cc3c[nH]c4ccccc34)C[C@H]2N1	-25%[230 µM]	10	-9%[87.6 µM]	?	-10%[87.6 µM]	-9%[230 µM]	?
COc1ccc(CN[C@@H]2CCC[C@@H](C(=O)NCc3cc(C)on3)CC(=O)N(C)C2)cn1	i	2	5%[87.6 µM]	-20%[88.5 µM]	-8%[87.6 µM]	-2%[172 µM]	i
COc1ccc(Nc2ncnc3onc(C)c23)c(OC)c1	·	23	-7%	·	-1%	·	·
CCn1ccc(C(=O)N2CCC(N3C[C@H](O)C[C@H]3C(=O)NCc3cccnc3)CC2)n1	1%	14	5%	-4%	2%	-11%	i
O=C(Nc1ccc2oc(-c3ccccc3F)nc2c1)c1ccccc1Cl	·	-49*	-15%	·	-4%	·	·
C[C@H]1[C@@H]2[C@@H](O)[C@H]([C@H](C)C(=O)N3CCCC3)CC[C@@]2(C)CC[C@@H]1NC(=O)c1cncnc1	?	2	6%[87.6 µM]	1%[88.5 µM]	1%[87.6 µM]	13%[172 µM]	-13%[172 µM]
CN1CCC2(C1)CN(CC1CC1)c1ccc(C(=O)Nc3ccccc3)cc12 (configuration not stated)	?	8	-17%[87.6 µM]	2%[88.5 µM]	90%[activator][87.6 µM]	?	?
N#Cc1ccccc1S(=O)(=O)N[C@H]1CO[C@H]2[C@@H]1OC[C@@H]2n1nnnc1Oc1ccc(-n2ccnc2)cc1	-25%	-9	5%	i	44%[activator]	-12%	-18%
COc1cccc(-c2noc(CC3CCN(C(=O)COc4cccc(C)c4)CC3)n2)c1	?	-25*	-12%	0%	-17%	-16%	?
CC(C)CN1CCN(C2CCOC3(CCN(C(=O)C4CCOCC4)CC3)C2)CC1 (configuration not stated)	-17%	14	11%	-1%	-7%	·	0%
COCCN1CCC2(CCC1=O)CCN(C(=O)NC1CCCCC1)CC2	-1%	31	2%	3%	1%	0%	-1%
Cc1ccsc1CN1CC(N2CC(C(=O)N3CCCC3)CC2=O)C1 (configuration not stated)	-11%	15	17%	-7%	-13%	·	-13%
CCNc1nc(OC)nc(Oc2ccc(=O)[nH]n2)n1	·	9	16%	·	82%[activator]	·	·
Cc1c(CNC2CCC(C)CC2)c(C(=O)O)c(C)n1Cc1ccccc1F (configuration not stated)	·	-10	-4%	·	-19%	·	·
COC(=O)c1sc2cccc(F)c2c1S(=O)(=O)N1CCN(c2cccc(C)c2)C(C)C1 (configuration not stated)	·	19	17%	·	-3%	·	·
CCC(=O)N1CCc2cc(CNC(=O)Nc3cc(C)ccc3C)ccc21	·	-8	8%	·	26%	·	·
Cc1ccc(NC(=O)N2CCCCCCNC(=O)[C@@H]3CCCC[C@@H]32)cc1C	-28%	-12	-3%	2%	25%	-4%	3%
CCOc1ccc(C(=O)Nc2c(C(=O)N3CCN(c4ccccc4F)CC3)oc3ccccc23)cc1	·	-6	-1%	·	19%	·	·
O=C(NCC(F)(F)F)c1nc2cccnc2n(C2CC2)c1=O	-18%[138 µM]	12	-9%[87.6 µM]	-14%[88.5 µM]	13%[87.6 µM]	·	-2%[172 µM]
CC(C)Cn1c(=O)c(C(=O)N2CCOCC2)nc2cccnc21	-10%[138 µM]	17	-9%[87.6 µM]	-6%[88.5 µM]	-5%[87.6 µM]	·	2%[172 µM]
CCOC(=O)C1CCN(S(=O)(=O)c2cc(-c3onc(C)c3C)ccc2C)CC1	·	31	7%	·	-6%	·	·
Cc1ccc(NC(=O)O[C@@H]2CC[C@]3(C)[C@H](CC[C@H]4OC(=O)C[C@H]43)[C@]2(C)CO)cc1	-13%[138 µM]	-7	1%[87.6 µM]	1%[88.5 µM]	10%[87.6 µM]	3%[172 µM]	-23%[172 µM]
CN(C)c1ccc(CNC(=O)C2CCCN(S(=O)(=O)c3ccc4c(ccn4C)c3)C2)cc1 (configuration not stated)	·	11	6%	·	-13%	·	·
COc1ccc(CCN(C)CCCN2CCc3cc(OC)c(OC)cc3CC2=O)cc1OC	·	31	25%[23.9 µM]	i	-50%[25.6 µM]	·	·
O=C1NC2(CCN(C(=O)c3ccccc3)C2)OCc2ccccc21 (configuration not stated)	-24%[138 µM]	30	6%[87.6 µM]	i	-4%[87.6 µM]	-4%[172 µM]	?
CN1CCCn2nc(C(=O)N(C)Cc3cc(-c4cccs4)n[nH]3)cc2C1	2%	1	-11%	0%	-23%	-5%	-7%
CC(O)/C=C/C1OC(=O)CC1Nc1ccc(C(=O)O)cc1 (configuration not stated)	·	3	-13%	-3%	·	·	·
CCc1cc(N2CCC(N3CCSCC3)CC2)n2nccc2n1	-10%	8	1%	i	-22%	0%	-1%
CCC(=O)N1CCc2nn(Cc3ccccc3)c(=O)n2CC1	-24%	13	12%	i	5%	-2%	-8%
Cc1ccccc1OCc1ccc(-c2nc(C#N)c(NCCCN(C)C)o2)o1	·	2	3%	·	44%[activator]	·	·
Cc1ccc(N2CC(C(=O)NCCS(=O)(=O)N3CCN(c4ccc(F)cc4)CC3)CC2=O)cc1 (configuration not stated)	·	23	-2%	·	16%	·	·
COC(=O)Nc1nc2ccc(C(=O)c3ccc(F)cc3)cc2[nH]1	·	7	-33%&-7%	-1%	19%	·	·
Cc1ccc(SCCNC(=O)C2CCC(=O)N(C3CCCC3)C2)cc1 (configuration not stated)	-21%	37	-6%	4%	-3%	14%	?
OCC1(CC2CC2)CCCN(Cc2noc(C3CC3)n2)C1 (configuration not stated)	-22%	1	0%	-12%	4%	-13%	-15%
CN1Cc2cccn2CC1CNC(=O)c1ccco1 (configuration not stated)	-20%	-2	11%	i	5%	-9%	-29%
COc1cccc(C(=O)NC2CCCN(Cc3cccc(-c4ccc(C)c(Cl)c4)c3)C2)c1 (configuration not stated)	-27%	-2	-3%	-1%	-15%	·	-32%
O=C(CSc1nnc(NC(=O)Nc2ccccc2)s1)Nc1cccc(F)c1	·	8	0%	·	112%[activator]	·	·
COc1ccccc1CCNC(=O)C(=O)NCC(c1cccs1)S(=O)(=O)c1ccccc1 (configuration not stated)	·	-11	-3%	·	13%	·	·
O=C(c1ccc(Cl)nc1)N1CCC(C(=O)N2CCC(N3Cc4ccccc4C3=O)CC2)CC1	-19%&-5%	2&-4	-22%&-7%	?	10%&-11%	·	-9%&4%
COC(=O)[C@@H]1Cc2ncn(Cc3ccc(Cl)cc3)c2CN1S(=O)(=O)c1ccc(C(C)=O)cc1	-18%	14	-10%	-10%	-14%	2%	-2%
Cc1ccccc1CN1Cc2nc(OCc3cccnc3)ccc2OCC1=O	?	-7	-13%[87.6 µM]	-12%[88.5 µM]	?	0%[172 µM]	?

One compound at a time (already shown). Order of screens: NIH3T3 tox	IP6K1 inh	HEK293 viab	GPT2 inh	SNCA expr inhib	FLuc inh	HEK cytotox
O=C1NC2(CCN(C(=O)c3ccccc3)C2)OCc2ccccc21 (configuration not stated) as listed: -24%[138 µM]	30	6%[87.6 µM]	i	-4%[87.6 µM]	-4%[172 µM]	?
CCC(=O)N1CCc2nn(Cc3ccccc3)c(=O)n2CC1 as listed: -24%	13	12%	i	5%	-2%	-8%

Rows were taken by chance, and some 7.7% of all compounds hit somewhere here.
